Screens (PubChem)
MEKK2 WT-MEK5: raises or lowers MEK5 binding to wildtype human MEKK2 PB1 domain | Q9Y2U5 | bead flow cytometry, Alexa488-MEK5 binding to MEKK2 WT; actives lie on both sides | binding response (% of control), % at 10 µM | hit rate 1.1% among 290,000 | AID 1531; in the data active = binding response below about 67% or above about 130%
MEKK2mut PB1 HTS: signal of MEK5 binding to mutant human MEKK2 PB1 domain. bead flow cytometry, Alexa488-MEK5 binding to MEKK2 mutant. AID 1530. hit rate 0.35% among 290,000. percent response, % at 10 µM; in the data active = percent response above about 24%, passing the limit was not always enough; note: inactives centre near 1; some results filed as inactive read as strong as hits
DNA FID counter: counter-screen for HCV NS3 helicase inhibitors: DNA intercalator displacement. DNA fluorescent intercalator displacement, fluorescence. inhibition, % at 7.9 µM. hit rate 0.17% among 290,000. AID 1845; in the data active = inhibition above about 37%;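 note: 0% = vehicle and 100% = reference compound; higher means more ethidium bromide displaced from hairpin DNA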
HCV NS3 hel inh: inhibitors of Hepatitis C virus NS3 helicase; inhibition, % at 10.9 µM; NS3 helicase DNA unwinding, Cy5 molecular beacon fluorescence; hit rate 0.56% among 290,000;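 active = inhibition above the mean of all tested compounds plus 3 SD, set per campaign, cut at about 35% in these data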;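 note: 0% = DMSO wells and 100% = thioflavine S control wells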
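Measured by: Cy5 fluorescence, 0 and 60 min reads / Assay system: NS3 helicase fragment of HCV / Control set: low DMSO, high thioflavine S at 110 µM / Times: 1 h reaction at 25 °C, ATP-initiated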
UBC9 SUMO inh: inhibitors of human SUMOylation (UBC9) | P63279 | HTRF SUMOylation assay, SAE1/SAE2 + UBC9, in vitro | inhibition, % at 35 µM | hit rate 0.36% among 290,000; in the data active = inhibition above about 50%, passing the limit was not always enough; note: strong numbers were not always called active
Target sequence (P63279 whole entry, looked up): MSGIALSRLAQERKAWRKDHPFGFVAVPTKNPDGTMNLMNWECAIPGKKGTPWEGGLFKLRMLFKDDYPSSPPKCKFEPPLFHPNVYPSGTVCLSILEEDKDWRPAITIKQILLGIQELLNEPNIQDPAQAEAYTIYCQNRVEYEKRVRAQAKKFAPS
MEKK3 PB1 HTS: MEKK3-MEK5 PB1 interaction, increase or decrease; Q99759; bead-based flow cytometry, Alexa488-MEK5 binding to MEKK3; actives lie on both sides; 0 = blocked by unlabeled MEK5, 100 = vehicle; binding response (% of control), % at 10 µM; hit rate 1.4% among 290,000;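 active = binding response more than 3 SD above or below the average of its plate-row segment, actives on both sides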;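 note: Alexa488 bead fluorescence after subtracting the streptavidin-only scavenger bead signal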
Target sequence (Q99759 whole entry, looked up): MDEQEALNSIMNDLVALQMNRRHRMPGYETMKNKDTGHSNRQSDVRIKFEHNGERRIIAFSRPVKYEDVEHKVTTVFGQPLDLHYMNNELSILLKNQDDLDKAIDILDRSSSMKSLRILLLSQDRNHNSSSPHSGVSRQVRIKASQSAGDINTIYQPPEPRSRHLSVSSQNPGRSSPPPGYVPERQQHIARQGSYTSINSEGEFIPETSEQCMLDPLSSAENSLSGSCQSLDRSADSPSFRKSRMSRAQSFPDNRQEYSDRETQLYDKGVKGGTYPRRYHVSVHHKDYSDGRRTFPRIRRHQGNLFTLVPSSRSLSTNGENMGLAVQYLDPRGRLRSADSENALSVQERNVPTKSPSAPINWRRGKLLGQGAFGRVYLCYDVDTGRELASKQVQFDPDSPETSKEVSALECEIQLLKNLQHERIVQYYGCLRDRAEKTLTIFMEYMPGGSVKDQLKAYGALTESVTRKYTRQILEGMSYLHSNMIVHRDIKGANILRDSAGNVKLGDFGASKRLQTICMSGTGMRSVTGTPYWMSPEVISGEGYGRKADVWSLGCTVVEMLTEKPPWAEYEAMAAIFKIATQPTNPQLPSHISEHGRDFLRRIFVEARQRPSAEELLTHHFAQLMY
GalR3 antag: human GalR3 antagonism; O60755; HEK293 GalR3-CNG cAMP membrane potential fluorescence; galR3 body fused to GalR1 C-terminus; inhibition, % at 3 µM; hit rate 0.44% among 360,000;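 active = inhibition above the screen-wide average plus 3 SD, cut at about 13% in these data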;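 note: forskolin and galanin both at EC90 stimulate the cells; cAMP rise reported by CNG channel membrane potential dye signal; 0% = forskolin plus galanin with DMSO and 100% = forskolin alone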
Target sequence (O60755 1-299 limits assumed): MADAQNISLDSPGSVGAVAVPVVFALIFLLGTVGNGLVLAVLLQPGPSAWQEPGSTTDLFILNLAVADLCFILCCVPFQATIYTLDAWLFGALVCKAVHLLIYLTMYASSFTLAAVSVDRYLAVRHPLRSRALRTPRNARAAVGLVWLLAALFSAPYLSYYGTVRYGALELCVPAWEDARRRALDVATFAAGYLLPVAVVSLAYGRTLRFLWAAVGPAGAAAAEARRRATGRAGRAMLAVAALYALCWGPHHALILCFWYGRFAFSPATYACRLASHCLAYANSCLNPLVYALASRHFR
CRFR2-BP ag: agonists of human CRF-binding protein/CRF-R2 receptor complex; HEK293 CRF-R2/CRF-BP, calcium dye fluorescence (FLIPR); percent of saturating CRF peptide response; activation, % at 13.2 µM; AID 588473; hit rate 0.46% among 350,000;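 active = activation of at least 50%, plus an integration ratio under a set limit after plate pattern correction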;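 note: plate controls were neutral control wells without compound for no effect and CRF at EC100 for full effect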
CRFBP-R2 block: blocks CRF-induced signaling of the CRF-BP/CRF-R2 complex; HEK293 CRF-R2/CRF-BP, CRF-induced calcium fluorescence; inhibition, % at 11.8 µM; hit rate 0.59% among 350,000; AID 588475;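 active = inhibition of the ligand-induced calcium signal above about 50% at the single tested concentration, limit read from the data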
The depositor's hits bear a star; / = no result given. A portion of the library; count on the stated rates, not on these rows.

SMILES | MEKK2 WT-MEK5 | MEKK2mut PB1 HTS | DNA FID counter | HCV NS3 hel inh | UBC9 SUMO inh | MEKK3 PB1 HTS | GalR3 antag | CRFR2-BP ag | CRFBP-R2 block
CCOc1ccc(/C=C2/SC(=S)N(CCC(=O)Nc3ccc(C(=O)O)cc3)C2=O)cc1 | 101 | 6 | -28 | -5 | / | 102 | -3 | -1.1 | 25
C=CCn1c(SCC(=O)NC2CCCCC2)nc2ccccc2c1=O | 98 | 0 | 2 | -3 | -5 | 98 | -7 | 0.3 | -9
C[C@H](NCc1c[nH]c2ccccc12)c1ccccc1 | 112 | 3 | 5 | -14 | -7 | 101 | -11 | -0.4 | -10
C[C@]12C=CC(=O)C=C1CC[C@@H]1C2C(O)C[C@@]2(C)C1CC[C@]2(O)C(=O)COC(=O)CCC(=O)NC(CC(=O)O)C(=O)O (stereo partly drawn) | 107 | 8 | -23 | 3 | 13 | 106 | -9 | -1.9 | 7
O=C(Nc1ccccn1)c1cc(-n2cnnc2)ccc1Cl | 97 | 3 | 1 | 18 | 13 | 99 | 2 | 2.8 | -6
COc1ccc(C(=O)NC2CC3CCCC(C2)N3Cc2ccccc2)cc1 (stereo not drawn) | 105 | 12 | 10 | 8 | 13 | 101 | -13 | -1.0 | 8
Cc1ccc(NC(=O)CSc2nnc(CNC(=O)C34CC5CC(CC(C5)C3)C4)n2-c2ccc(F)cc2)cc1 | 108 | 7 | -7 | 8 | -13 | 103 | -4 | -1.0 | -22
O=C(COC(=O)C1=COCCO1)NCc1ccc(Cl)cc1 | 86 | -26 | 0 | 5 | 4 | 86 | 1 | -0.1 | 7
CCCCN(CC)CCNC(=O)c1cc2c(=O)n(C)c3ccccc3c2s1 | 109 | 0 | 20 | -10 | 8 | 104 | -6 | -0.5 | -2
CCOC(=O)c1cc2c(=O)n3cccc(C)c3nc2n(CC(C)C)c1=NC(=O)c1ccco1 | 92 | -3 | 0 | -3 | 12 | 98 | -4 | -0.7 | 6
O=C1CCCC(=O)N1c1ccc(O)cc1 | 101 | 2 | 2 | 5 | -6 | 105 | -3 | 5.0 | -2
O=C(NNc1cc(Br)c(O)c(Br)c1)c1ccccc1 | 94 | -1 | 3 | -14 | 13 | 101 | -3 | 13 | 32
Cc1ccc(NC(=O)CSc2nnc3ccccn23)cc1S(=O)(=O)N1CCOCC1 | 103 | 0 | -5 | 4 | -5 | 102 | 4 | 10.0 | -3
Cc1ccc(F)cc1NC(=S)NCCc1ccccc1 | 98 | -2 | 0 | 7 | 10 | 101 | -1 | 0.0 | 2
CN(Cc1ccccc1)S(=O)(=O)c1ccc(Cl)c(C(=O)NCc2ccc3c(c2)OCO3)c1 | 96 | -2 | -8 | -4 | 15 | 95 | -1 | -0.6 | 14
O=C(CCNS(=O)(=O)c1ccccc1)NCCCSc1ccccc1 | 104 | 4 | -19 | 1 | 9 | 98 | -1 | -0.2 | -2
CCNCc1cc(Cl)c(OCc2ccccc2)c(OCC)c1 | 112 | 1 | 21 | -20 | -11 | 111 | -14 | -0.1 | -22
NC1=C([N+](=O)[O-])C(c2ccc3c(c2)OCO3)C2=C(CCCC2=O)O1 (stereo not drawn) | 104 | 4 | 2 | 6 | 9 | 100 | -10 | 1.0 | -2
FC(F)(F)c1nc2nncn2c2c1CCCCC2 | 110 | 7 | 1 | -4 | 21 | 105 | 0 | -2.0 | -2
COc1ccc(OC)c(Cc2nnc(CCC(=O)NC3CCCCCCC3)o2)c1 | 99 | -1 | -31 | -6 | 13 | 96 | 1 | -2.9 | -12
CCOc1cc(N2CCOCC2)c(OCC)cc1NC(=O)c1cc(C)nc2ccccc12 | 92 | -2 | -31 | 1 | 19 | 99 | -1 | -0.6 | -5
COC(=O)c1cc2c(cc1N)OCCO2 | 96 | 0 | 15 | 6 | -10 | 100 | -7 | 23 | 12
COc1ccc(N(Cc2cc3ccccc3[nH]c2=O)S(=O)(=O)c2ccccc2)cc1 | 100 | 6 | -25 | -21 | 5 | 111 | -7 | 4.2 | -25
O=C(Nc1ccc(-c2cn3ccsc3n2)cc1)C1COc2ccccc2O1 (stereo not drawn) | 97 | -3 | -13 | -11 | -21 | 95 | 1 | -0.4 | -23
CCNC(=O)/C(C#N)=C/c1c(N(Cc2ccccc2)Cc2ccccc2)nc2ccccn2c1=O | 94 | -1 | -35 | -8 | -1 | 99 | 7 | 1.2 | -21
The list goes on.
SMILES | MEKK2 WT-MEK5 | MEKK2mut PB1 HTS | DNA FID counter | HCV NS3 hel inh | UBC9 SUMO inh | MEKK3 PB1 HTS | GalR3 antag | CRFR2-BP ag | CRFBP-R2 block
CCCn1cc(SCC(=O)NCC2CCCO2)c2ccccc21 (stereo not drawn) | 101 | 5 | -12 | 0 | -5 | 101 | / | -2.3 | -15
CC(=O)Nc1ccc(NC(=O)C/C(C)=N/NC(=O)C(=O)Nc2ccc(C)c(Cl)c2)cc1 | 93 | -5 | -4 | -2 | -3 | 97 | 1 | -1.3 | 5
Cc1ccc(S(=O)(=O)N2CCCC(c3nnc4n3-c3ccccc3SC4)C2)cc1 (stereo not drawn) | 86 | -6 | -36 | -6 | 0 | 85 | -2 | -1.4 | 1
O=C(O)c1ccc(S(=O)(=O)c2ccc3c(c2)C(=O)N(c2ccc(O)cc2)C3=O)cc1 | 81 | -7 | -126 | -3 | -11 | 80 | 5 | -1.3 | -2
CCC(C)(C)NC(=O)C1CCN(c2nc(OC)nc(OC)n2)CC1 | 72 | -28 | -12 | 11 | -6 | 74 | 1 | -2.4 | -11
O=C(NCCCN1CCCC1=O)Nc1ccccc1Cl | 107 | 5 | -3 | 2 | 7 | 104 | -1 | -0.5 | -14
S=C(NCC1CCCO1)NC1CCCC1 (stereo not drawn) | 98 | -2 | -1 | -8 | 17 | 97 | 4 | -0.4 | -5
CCCN(CCC)S(=O)(=O)c1cc(CN2C(=O)c3cccnc3C2=O)ccc1OC | 96 | -3 | -23 | -6 | 10 | 97 | -5 | -0.8 | -6
O=C(Cn1nc(C(F)(F)F)c2c1CCCC2)NCc1ccco1 | 104 | 1 | 0 | 12 | 7 | 100 | -3 | -1.0 | 4
Cc1nc(SCC(=O)c2cccs2)c2oc3ccccc3c2n1 | 100 | -1 | -5 | -3 | -23 | 100 | -2 | -0.1 | 2
CCc1cc(C(=O)OC)c(NC(=O)c2cc(Br)cs2)s1 | 107 | 2 | -1 | 3 | 25 | 104 | / | 5.8 | -19
CN(CCC#N)C(=S)Nc1ccc(F)cc1 | 95 | 4 | -3 | 12 | 13 | 97 | -4 | 0.3 | 5
CCc1ccc(N2CC(C)Cn3c2nc2c3c(=O)[nH]c(=O)n2C)cc1 (stereo not drawn) | 105 | 1 | -38 | -7 | 3 | 107 | -11 | -0.5 | -9
CC(C)CC(=O)Nc1ccc(Oc2ccc(NC(=O)CC(C)C)cc2)cc1 | 103 | 3 | 1 | -4 | -16 | 93 | -1 | 2.1 | 9
Cc1cc(C)cc(N(CC(=O)N/N=C/c2ccncc2)S(=O)(=O)c2ccccc2)c1 | 102 | -2 | -25 | -1 | -14 | 102 | -2 | -1.8 | -26
Cc1ccc(NC(=O)CSC2=NN3CCCC(=O)N=C3S2)c(C)c1 | 97 | -2 | -2 | -15 | 7 | 98 | 2 | -1.5 | 10
O=C(NCCCc1ccccc1)c1cncc(Br)c1 | 102 | 0 | -7 | 4 | 5 | 101 | -9 | 0.1 | -5
CCCOc1ccc2c(c1)C(=NN=C(N)N)c1cc(OCCC)ccc1-2 | 191* | 32* | 18 | -68 | -62 | 99 | -11 | 0.7 | -12
CC(=O)/C(C#N)=C1\NC(=O)C(Cc2cc(Cl)ccc2Cl)S1 (stereo not drawn) | 88 | -21 | -24 | 10 | 12 | 84 | 1 | 1.6 | 23
COc1ccccc1-c1nc2ccccc2c(=O)n1NC(=O)c1cccs1 | 103 | -1 | 4 | 2 | 14 | 91 | -1 | 0.2 | 2
COc1ccccc1N1C(=O)CC(N2CCN(c3ccc([N+](=O)[O-])cc3)CC2)C1=O (stereo not drawn) | 106 | 9 | -9 | 2 | 15 | 102 | -7 | -1.2 | 5
O=C(N[C@@H](Cc1c[nH]c2ccccc12)C(=O)NC1CC1)c1ccccc1Cl | 100 | 1 | 0 | 3 | -16 | 102 | -1 | -1.8 | 18
CCn1c(C(=O)N2CCC(C(=O)NCc3ccc4c(c3)OCO4)CC2)cc2sccc21 | 101 | 1 | -30 | 2 | 17 | 95 | / | 5.0 | 28
Cc1ccc(NC(=O)CSc2nnc([C@@H]3CCCN3C(=O)OC(C)(C)C)o2)c(C)c1 | 104 | 11 | -33 | -5 | 20 | 100 | -1 | -0.8 | 7
O=C(Nc1ccc(Cl)cn1)c1ccc([N+](=O)[O-])o1 | 101 | -3 | -2 | 6 | -9 | 100 | -6 | 1.9 | -1
Remaining list, next part.
SMILES | MEKK2 WT-MEK5 | MEKK2mut PB1 HTS | DNA FID counter | HCV NS3 hel inh | UBC9 SUMO inh | MEKK3 PB1 HTS | GalR3 antag | CRFR2-BP ag | CRFBP-R2 block
O=C(c1nnsc1S(=O)c1ccc(Cl)cc1)N1CCOCC1 (stereo not drawn) | 98 | -2 | 1 | -4 | 8 | 103 | -4 | 2.5 | 15
CCOc1ncccc1C(=O)OCc1c(Cl)cccc1Cl | 102 | 0 | -3 | 8 | -6 | 106 | 5 | -1.2 | 45
CCC(C)(c1nnnn1-c1c(C)cccc1C)N(N=O)c1cccc(C(F)(F)F)c1 (stereo not drawn) | 111 | 7 | -27 | -9 | -10 | 102 | -2 | 6.6 | -15
Cc1cc(N(C)Cc2ccccc2)nc(-c2ccccc2)n1 | 95 | -6 | -1 | -8 | -3 | 96 | -6 | 4.0 | -23
O=C(NCCNC(=O)c1ccccn1)c1ccccc1 | 92 | -7 | -10 | 16 | -1 | 99 | -6 | 0.7 | 13
Cc1cc(NC(=O)COC(=O)C2CCN(S(=O)(=O)c3ccccc3)CC2)c([N+](=O)[O-])cc1C | 103 | 5 | -16 | -18 | 5 | 102 | 2 | 0.5 | -1
CCOC(=O)N1CCN(C(=O)CN2C(=O)COc3ccc(C)cc32)CC1 | 102 | 1 | -9 | 13 | -10 | 101 | -6 | 0.2 | 0
Fc1ccc(NC(=S)N2CCCCC2)cc1 | 93 | -1 | 2 | 3 | -13 | 94 | -4 | -0.8 | 7
CSCCC(NC(=O)OC(C)(C)C)C(=O)Oc1ccc2c(=O)c(-c3ccc4c(c3)OCCO4)coc2c1 (stereo not drawn) | 93 | -3 | -5 | 7 | -3 | 92 | -1 | -0.8 | -43
COc1ccc(OC)c(C2C(C(=O)c3ccco3)=C(O)C(=O)N2Cc2cccnc2)c1 (stereo not drawn) | 102 | 5 | -22 | 7 | 7 | 98 | 4 | -0.7 | 7
CC(=O)OC(COc1cccc(C)c1)Cn1cnc2ccccc21 (stereo not drawn) | 95 | -7 | -15 | -15 | 22 | 95 | 5 | -1.1 | -5

Given field by field: part of the list above.
> CCC(C)(C)NC(=O)C1CCN(c2nc(OC)nc(OC)n2)CC1
  MEKK2 WT-MEK5 = 72
  MEKK2mut PB1 HTS = -28
  DNA FID counter = -12
  HCV NS3 hel inh = 11
  UBC9 SUMO inh = -6
  MEKK3 PB1 HTS = 74
  GalR3 antag = 1
  CRFR2-BP ag = -2.4
  CRFBP-R2 block = -11
> CCCn1cc(SCC(=O)NCC2CCCO2)c2ccccc21 (stereo not drawn)
  MEKK2 WT-MEK5 = 101
  MEKK2mut PB1 HTS = 5
  DNA FID counter = -12
  HCV NS3 hel inh = 0
  UBC9 SUMO inh = -5
  MEKK3 PB1 HTS = 101
  GalR3 antag = /
  CRFR2-BP ag = -2.3
  CRFBP-R2 block = -15
